Pemphigus Ab inh = inhibitors of pemphigus antibody binding to DSG3, primary screen, biochemical, bead-based, flow cytometry, scFv-GFP; 0.48% of 310,000 active; Desmoglein-3 (Homo sapiens), P32926; DSG3-coupled beads, scFv-anti-DSG3-GFP binding; stronger effect = lower value; binding (percent of control), % at 10 µM; AID 588358, 2011;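 active means binding more than 3 SD below its plate's average and above zero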;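 further: hits lower antibody fragment binding to DSG3; some compounds called inactive have numbers as strong as hits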
SUMO Mot1 rescue = yeast Mot1-301 growth rescue at high temperature, primary screen, SUMOylation pathway inhibitor project, S. cerevisiae, ATP luminescence, 38.5C | growth rescue, % at 18.8 µM | 1% of 320,000 active | AID 2716, 2010 | S. cerevisiae Mot1-301 growth rescue; percent above DMSO median, 100 means doubled;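 active means every valid replicate shows activation above 250% relative to neutral control wells; inactive means the rest, any valid replicate at or below 250%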;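 further: OY570 slx delta 5 strain wells were the positive control but not used for scaling; some compounds called inactive have numbers as strong as hits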
phage Ecoli inh = growth loss of phage-infected E. coli, primary screen, RecBCD inhibitor project, absorbance, with phage, HTS | inhibition, % at 11.9 µM | 0.26% of 360,000 active | AID 651602, 2012; in the data active means inhibition above about 11%
E coli growth = E. coli V3065 growth inhibition, primary screen, counter-screen for AddAB inhibitor project, absorbance, OD600. 18 h. inhibition, % at 11.9 µM. 0.27% of 330,000 active. AID 449728, 2010;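 active means inhibition above the campaign's mean inhibition across all tested compounds plus 3 SD, cut at about 9.9% in these data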;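 further: uninfected addAB+ strain grown without phage in ampicillin broth; 0% = DMSO wells and 100% = ciprofloxacin 0.95 µg/ml wells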
Arrestin-AP2 inh = inhibitors of beta-arrestin/AP2 binding, primary screen, biochemical, GPCR trafficking, flow cytometry; FITC-arrestin peptide / GST-AP2 beads; AP2 beta2 appendage carries R879A mutation; 0.31% of 340,000 active; inhibition, % at 10 µM; AID 504490, 2011; beta-arrestin 1 C-terminal peptide binding to AP2 beta2-adaptin appendage (human);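 active means inhibition above a set limit, near 3 SD of compounds lacking own fluorescence, cut at about 54% in these data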;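 further: plate controls were DMSO wells for no effect and 5 µM unlabelled arrestin peptide for full effect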
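Measured by: flow cytometry, FL1 (488/535 nm); Material: AP2 appendage R879A on GSH beads; Evaluation: percent response; Timing: pre-incubation 12 min, peptide binding 1 h, room temperature; Also added: 50 nM FITC-arrestin peptide; Medium: PBS with 0.05% Tween 20 and 0.1% BSA.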
AddAB inh = growth inhibition of E. coli expressing H. pylori AddAB, primary screen, AddAB inhibitor project, absorbance | inhibition, % at 11.9 µM | 0.29% of 330,000 active | AID 435030, 2010; in the data active means inhibition above about 12%;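 further: 0% = vehicle wells of infected cells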
PfHsp90 yeast 2 = growth inhibition of PfHsp90-expressing yeast, primary screen, antimalarial PfHsp90 inhibitor project, S. cerevisiae, BacTiter-Glo luminescence, single point, set 2; BacTiter-Glo ATP, 48 h; yeast lacking PDR1 and PDR3 efflux regulators; inhibition, % at 9.4 µM; 0.32% of 310,000 active; AID 504621, 2011;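 active means every replicate shows inhibition above about 80%, whatever the replicate mean, limit read from the data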;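 further: 0% = DMSO neutral controls and 100% = 20 µM radicicol positive controls; yeast relying on Plasmodium falciparum Hsp90 in place of its own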
PKA-R1A act = activators of PKA-R1A holoenzyme, primary screen, biochemical, fluorescence polarization, Cy5-IP20, bovine R1A, mouse PKAc; PKA-R1A dissociation; scaled: DMSO 0%, 113 µM cGMP 100%; 0.083% of 340,000 active; activation, % at 11.4 µM; cAMP-dependent protein kinase type I-alpha regulatory subunit (Bos taurus) + …;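 active means percent activation above the mean of all tested compounds plus 3 SD, cut at about 19% in these data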;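 further: higher means more PKAc released from R1A so a rise in polarization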
OPRM1-OPRD1 ag = agonists of OPRM1-OPRD1 heterodimerization, primary screen, cell-based, luminescence; Mu-type opioid receptor (Homo sapiens) + Delta-type opioid receptor (Homo sapiens), …; cells; activation, % at 9.3 µM; 0.3% of 340,000 active; AID 504326, 2011; in the data active means activation above about 18%;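 further: 0% = vehicle-treated cells and 100% = reference agonist; values of inactives mirror those of a sister screen read the other way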
Target sequence (P35372 whole entry, looked up): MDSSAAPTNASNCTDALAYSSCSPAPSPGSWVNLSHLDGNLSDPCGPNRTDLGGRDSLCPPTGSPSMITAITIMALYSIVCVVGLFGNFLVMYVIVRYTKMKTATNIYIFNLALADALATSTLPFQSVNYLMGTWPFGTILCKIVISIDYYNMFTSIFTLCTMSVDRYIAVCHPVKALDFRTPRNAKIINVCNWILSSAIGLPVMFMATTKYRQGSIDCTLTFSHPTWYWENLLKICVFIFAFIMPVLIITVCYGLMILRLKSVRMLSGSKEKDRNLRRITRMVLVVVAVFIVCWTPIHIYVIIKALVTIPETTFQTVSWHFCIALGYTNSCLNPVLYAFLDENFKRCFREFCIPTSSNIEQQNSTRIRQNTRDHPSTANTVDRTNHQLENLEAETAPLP
Target sequence (P41143 whole entry, looked up): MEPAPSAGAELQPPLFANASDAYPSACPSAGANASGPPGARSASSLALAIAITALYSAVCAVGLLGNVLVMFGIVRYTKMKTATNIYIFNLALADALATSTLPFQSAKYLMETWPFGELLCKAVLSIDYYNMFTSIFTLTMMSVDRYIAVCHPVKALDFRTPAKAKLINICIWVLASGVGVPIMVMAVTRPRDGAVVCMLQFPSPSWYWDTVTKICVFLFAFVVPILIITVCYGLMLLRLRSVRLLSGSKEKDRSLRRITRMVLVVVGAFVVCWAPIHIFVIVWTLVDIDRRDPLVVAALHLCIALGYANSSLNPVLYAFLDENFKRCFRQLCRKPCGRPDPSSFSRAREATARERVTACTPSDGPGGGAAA
MOR-DOR inv ag = inverse agonists of MOR-DOR heterodimerization, primary screen, cell-based, luminescence. cell-based MOR-DOR heterodimer luminescence, inverse agonism. Mu-type opioid receptor (Homo sapiens) + Delta-type opioid receptor (Homo sapiens), …. 0.21% of 340,000 active. inhibition, % at 9.3 µM; in the data active means inhibition above about 22%, passing the limit was not always enough;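 further: 0% = cells with DMSO and 100% = wells without cells with DMSO; values of inactives mirror those of a sister screen read the other way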
Tat transport = E. coli Tat export inhibitors, primary screen, MC4100, TorA-mCherry reporter, fluorescence, single point; 0.036% of 340,000 active; inhibition, % at 10 µM; AID 488895, 2010;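 active means mean replicate inhibition at least 50% and at least half of replicates individually reaching 50%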;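 further: exported cargo escapes ClpAP degradation while cytoplasmic cargo is degraded and loses fluorescence; 0% = median of neutral control wells and 100% = median of NaSCN control wells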
* marks the source's active call; other numbers are inactive results; . = not tested or not shown.

SMILES	Pemphigus Ab inh	SUMO Mot1 rescue	phage Ecoli inh	E coli growth	Arrestin-AP2 inh	AddAB inh	PfHsp90 yeast 2	PKA-R1A act	OPRM1-OPRD1 ag	MOR-DOR inv ag	Tat transport
COCCN1C(=O)N[C@@H](c2ccccc2)[C@@H](C(=O)OC)[C@H]1C	107	-12	-0.4	1.2	-6	4.6	-17	1	-2.5	14	1
O=C(c1ccc(Cl)cc1)C1CCN(C(=O)c2ccccc2)CC1	97	-10	1.3	1.8	1	2.2	11	-1	0.3	-2	7
Cc1cccc(OCc2nnc(SCC(=O)OC3CCCCC3)o2)c1	100	-27	4.2	0.7	12	3.3	.	-8	0.6	-3	12
CCCCN(C)C(=O)C1CCCN(S(=O)(=O)c2ccc3c(c2)CC(C)N3C(=O)C2CC2)C1 (stereo unspecified)	102	9	3.2	0.9	22	3.2	-2	2	-3.4	17	3
O=C(CSc1nc2[nH]ncc2c(=O)n1-c1ccccc1)c1ccc2c(c1)OCCO2	104	-6	1.3	1.8	0	-1.4	-10	-5	-0.5	3	1
O=C(N/N=C/c1ccc(-c2cccc([N+](=O)[O-])c2)o1)c1ccc([N+](=O)[O-])cc1	99	15	3.4	0.8	18	2.2	-9	-15	4.7	-24	0
CC(C)(C)C(=O)NC(NC(=O)C(C)(C)C)c1ccc([N+](=O)[O-])cc1	125	10	3.0	-0.3	4	1.7	17	-3	-1.4	8	-17
CC(C)(O)C#Cc1ccc(CN2CCN(Cc3ccccc3)C(CCO)C2)s1 (stereo unspecified)	128	-2	2.2	0.8	-6	1.1	.	-7	2.7	-14	8
CCOc1ccc(N(CC(=O)NCCc2ccccc2)C(=O)CCC(=O)Nc2nccs2)cc1	.	17	0.9	-0.1	2	1.4	9	3	1.4	-9	-7
CCn1c(Nc2ccccc2Cl)nc2ccccc21	.	9	2.8	-3.0	-12	0.5	20	.	.	.	-6
O=C(O)c1cc(-c2ccccc2Cl)n(-c2ccccc2)n1	102	-10	-1.2	-4.5	-4	0.1	3	-3	-3.2	15	6
Cc1ccc(NC(=O)Nc2c(C)n(C)n(-c3ccccc3)c2=O)cc1	104	23	0.5	-2.5	-7	-2.5	-2	7	-0.9	4	-6
C=C1CCN([C@@H](C)C(=O)NCCCCCC)S(=O)(=O)c2ccccc21	103	6	1.1	-1.7	-8	2.8	9	-3	-1.7	10	-9
O=C(COC(=O)c1ccc(Br)o1)NCC1CCCO1 (stereo unspecified)	108	-7	0.4	0.7	-2	1.1	3	0	1.5	-8	21
CCOC(=O)N1CCC2CC1c1cc(Cl)ccc12 (stereo unspecified)	97	.	3.0	.	-8	.	8	0	-1.0	5	-9
N#Cc1cc2c(=O)n3ccccc3nc2n(Cc2ccco2)c1=NC(=O)c1ccco1	93	463	2.3	-0.4	10	0.7	-16	7	-3.9	21	-18
CC(C)(C)OC(=O)CNC(=O)c1nc[nH]c1C(=O)N1CCNCC1	102	-4	3.1	-0.5	-8	3.1	0	3	-1.2	7	0
Cc1sc2nc(CN3CCOCC3)[nH]c(=S)c2c1C	98	-9	1.9	-1.3	1	-0.9	2	0	1.4	-7	-3
O=C(Nc1nccs1)C(=O)c1c[nH]c2ccccc12	99	.	5.9	4.2	-15	-0.2	7	-8	0.1	-1	3
COc1ccc2nc(SC(C)C(=O)NC3(C#N)CCCCC3)[nH]c2c1 (stereo unspecified)	98	58	1.7	-0.7	3	-0.1	-2	-3	-0.8	3	1
Cc1oc(C(C)(C)C)cc1C(=O)N1CCN(c2ncccc2C(F)(F)F)CC1	114	9	-2.6	-0.3	9	-0.8	32	-15	1.2	-6	6
CCOc1ccc(NC(=O)CSc2nnc(C)n2C2CC2)cc1S(=O)(=O)N1CCCC1	106	.	-0.4	.	2	.	.	-3	-0.3	2	-15
Cc1c(C(=O)O)oc2ccc(S(=O)(=O)N3CC(C)CC(C)C3)cc12 (stereo unspecified)	100	0	0.6	-2.7	1	2.4	10	-4	-2.3	10	-6
CCOc1c(Br)cc(C2CC(=O)Nc3cc(OC)c(OC)cc32)cc1OC (stereo unspecified)	111	-6	-0.1	-3.0	32	-2.2	18	-1	-1.5	8	-1
COCC1CCN(C(=O)c2ccc3oc(CCCc4ccccc4)nc3c2)C1 (stereo unspecified)	103	-8	-0.2	0.3	-1	0.3	6	-1	-4.4	24	3
COc1cc(CCC(=O)Nc2ccc(S(=O)(=O)N3CCCC3)cc2)cc(OC)c1OC	103	.	1.9	-0.3	-6	-0.6	.	-9	-5.1	20	-2
Cc1ccccc1-c1nc2cc(Cl)ccc2c(=O)o1	97	14	-2.1	-1.8	-14	0.2	2	-5	-1.4	8	4
CCCCC(Br)C(=O)Nc1ccc(S(=O)(=O)Nc2cc(C)nc(C)n2)cc1 (stereo unspecified)	94	2	1.9	2.1	19	1.9	18	-3	-1.4	8	1
CC1CCN(C(=O)c2ccc(S(=O)(=O)N3CCCC3)cc2)CC1	96	-10	3.3	-0.7	-1	3.7	18	1	-0.5	2	55*
C[C@H](NC(=O)Cc1cccc2ccccc12)C(=O)N1CCOCC1	130	12	2.9	-2.8	-12	-3.9	-1	-12	-2.3	12	-3
COc1ccc(NC(=O)c2ccccc2N(Cc2ccccc2)S(C)(=O)=O)cc1	108	.	4.0	0.9	14	-0.2	-35	13	-3.1	15	-8
COCCN1CCCC(CNCc2cn(C)nc2-c2ccc(Oc3ccccc3)cc2)C1 (stereo unspecified)	106	243	1.6	-0.6	10	1.5	2	5	-1.4	7	0
CCCCn1c(N)c(N(CCOC)C(=O)CCC2CCCCC2)c(=O)[nH]c1=O	105	75	3.5	1.2	41	4.2	-4	1	-1.3	5	6
Cc1cc(=O)n2nc(N3CCCC(C(=O)NCc4ccccc4C)C3)sc2n1 (stereo unspecified)	109	-23	1.8	0.9	2	0.3	-10	-13	-1.1	6	17
O=C(c1cn(-c2ccccc2)nc1-c1cccnc1)N1CCCC(C(F)(F)F)C1 (stereo unspecified)	102	0	3.4	-0.4	34	3.6	23	5	-0.8	5	2
COc1ccccc1C1CCN(Cc2ccc3ccccc3c2)CC1	113	5	4.0	0.9	-4	-0.6	-5	-1	2.7	-13	3
COCCn1c(=O)[nH]c2cc(C(=O)NC(C)C)ccc2c1=O	.	38	0.0	2.0	3	1.3	43	-2	-1.5	9	18
O=C(O)COCC(=O)N1CCCN(c2ccc(C(F)(F)F)cn2)CC1	126	12	3.7	.	-7	.	-22	-4	-3.2	14	-7
CCOC(=O)Cc1csc(NC(=O)CCCCCN2C(=O)c3ccccc3C2=O)n1	105	13	0.5	1.3	21	-0.8	-8	2	-0.1	1	7
CCOc1ccc(CNCc2ccccc2Cl)cc1	100	-3	6.8	1.5	-8	0.0	12	-3	2.9	-16	5

Of the compounds above, three have a COOH group:
SMILES	Pemphigus Ab inh	SUMO Mot1 rescue	phage Ecoli inh	E coli growth	Arrestin-AP2 inh	AddAB inh	PfHsp90 yeast 2	PKA-R1A act	OPRM1-OPRD1 ag	MOR-DOR inv ag	Tat transport
O=C(O)c1cc(-c2ccccc2Cl)n(-c2ccccc2)n1	102	-10	-1.2	-4.5	-4	0.1	3	-3	-3.2	15	6
Cc1c(C(=O)O)oc2ccc(S(=O)(=O)N3CC(C)CC(C)C3)cc12 (stereo unspecified)	100	0	0.6	-2.7	1	2.4	10	-4	-2.3	10	-6
O=C(O)COCC(=O)N1CCCN(c2ccc(C(F)(F)F)cn2)CC1	126	12	3.7	.	-7	.	-22	-4	-3.2	14	-7

Other entries follow:
SMILES	Pemphigus Ab inh	SUMO Mot1 rescue	phage Ecoli inh	E coli growth	Arrestin-AP2 inh	AddAB inh	PfHsp90 yeast 2	PKA-R1A act	OPRM1-OPRD1 ag	MOR-DOR inv ag	Tat transport
O=C(Nc1ccc(Cl)cc1Cl)c1ccc2ncsc2c1	102	14	2.1	-2.8	-9	2.0	14	-7	-1.4	7	3
CCN1C(=O)[C@H]2[C@@H](c3ccc(-c4ccc(OC)cc4)c(OC)c3)N[C@@](C)(C(=O)OC)[C@H]2C1=O	97	168	3.9	0.8	21	-1.8	-15	0	-3.9	18	-4
COC(=O)c1cc([N+](=O)[O-])c(-n2ccnc2)c([N+](=O)[O-])c1	106	42	4.9	-1.7	.	2.8	-5	-5	-1.1	6	-6
COc1ccccc1-c1sc2ccccc2c1-c1ccc(C(C)=O)cc1	101	-17	.	-0.3	-7	3.1	-11	-8	1.9	-11	-4
CCCCCNC(=O)c1ccc2c(=O)n(CCCOCC)c(=S)[nH]c2c1	121	69	0.6	-0.9	6	6.0	.	2	-2.5	12	-8

Whole records as entered above.
COC(=O)c1cc([N+](=O)[O-])c(-n2ccnc2)c([N+](=O)[O-])c1 is listed with Pemphigus Ab inh: 106; SUMO Mot1 rescue: 42; phage Ecoli inh: 4.9; E coli growth: -1.7; Arrestin-AP2 inh: .; AddAB inh: 2.8; PfHsp90 yeast 2: -5; PKA-R1A act: -5; OPRM1-OPRD1 ag: -1.1; MOR-DOR inv ag: 6; Tat transport: -6
CCCCCNC(=O)c1ccc2c(=O)n(CCCOCC)c(=S)[nH]c2c1 is listed with Pemphigus Ab inh: 121; SUMO Mot1 rescue: 69; phage Ecoli inh: 0.6; E coli growth: -0.9; Arrestin-AP2 inh: 6; AddAB inh: 6.0; PfHsp90 yeast 2: .; PKA-R1A act: 2; OPRM1-OPRD1 ag: -2.5; MOR-DOR inv ag: 12; Tat transport: -8

High-throughput results deposited in PubChem BioAssay by several laboratories.
